# TRb SRC2 PPI: inhibitors of human thyroid hormone receptor beta-SRC2 interaction. P10828. TRbeta-SRC2 peptide binding, fluorescence polarization; receptor liganded with 1 µM T3. Potency, µM (titrated, usually from 106 µM), for the others: top-dose activity change, negative = inhibition, usual class: inhibitors. 280,000 tested, 0.065% active;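 note: plate controls were bound peptide for no effect and peptide without receptor for full effect; nearly all actives have a fitted effect of over 50% in size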
# Target sequence (P10828 whole entry, looked up): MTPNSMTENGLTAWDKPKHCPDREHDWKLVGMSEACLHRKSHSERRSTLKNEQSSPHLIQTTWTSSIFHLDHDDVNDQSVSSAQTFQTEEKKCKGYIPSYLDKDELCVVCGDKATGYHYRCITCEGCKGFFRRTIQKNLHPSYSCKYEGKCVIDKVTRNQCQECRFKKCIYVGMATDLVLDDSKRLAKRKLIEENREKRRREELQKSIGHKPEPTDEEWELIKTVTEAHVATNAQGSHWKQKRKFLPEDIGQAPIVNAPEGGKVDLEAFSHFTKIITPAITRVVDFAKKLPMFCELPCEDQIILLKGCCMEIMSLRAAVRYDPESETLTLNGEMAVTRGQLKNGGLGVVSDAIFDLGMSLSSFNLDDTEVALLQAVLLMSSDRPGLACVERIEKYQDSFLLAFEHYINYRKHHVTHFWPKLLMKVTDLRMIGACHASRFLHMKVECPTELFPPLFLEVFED
#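 Decrease in fluorescence polarization of 20 nM Texas Red SRC2 coactivator peptide flagged inhibition of its binding to 0.6 uM TRb LBD; 1 uM T3 included, incubation 5 hr, ex 555/em 632 nm.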
# GAA glycogen mod: GAA glycogen-cleavage inhibition or activation; P10253; recombinant GAA, glycogen substrate, Amplex Red glucose oxidase fluorescence; Potency, µM (top dose mostly 76.4 µM), inactives show top-dose activity change, negative = inhibition, hits mostly inhibitors; 300,000 tested, 0.38% active; AID 2100;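 note: 0% = full enzyme reaction and -100% = no-enzyme basal signal; the screen sought inhibitors and activators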
#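 Recombinant human alpha-glucosidase (4 nM final) hydrolysed bovine liver glycogen (30 ug) for 40 min at 37 C in pH 5.0 citrate/phosphate with 0.01% Tween-20. Released glucose detected by glucose oxidase/Amplex Red, Ex 573/Em 610 nm. Compounds up to 77 uM; AC50 from Hill fits.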
# RECQ1 helicase: inhibitors of human RECQ1 DNA helicase; P46063; RECQ1 DNA unwinding, red fluorescence kinetic read; Potency, µM (doses to about 57.3 µM), for the others: at the top dose activity, negative = inhibition, usual class: inhibitors; 240,000 tested, 0.54% active; AID 2549;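 note: plate controls were vehicle for no effect and no enzyme for full effect; nearly all actives have a fitted effect of over 30% in size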
#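 RECQ1T1 50 nM; forked duplex (20 bp + 30-nt ss tails) 200 nM, ATP 2 mM final; pH 8.0, 2 mM MgCl2, 2.5 ug/ml poly(dI-dC); 15 min compound preincubation; discontinuous kinetic read over 2 h at RT.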
# GoLoco inh red: blocks human Gai1 binding to RGS12 GoLoco peptide, red readout | AID 880 | Potency, µM (titrated, usually from 61.6 µM), for the others: top-dose activity, negative = inhibition, hits mostly inhibitors | Gai1:RGS12 GoLoco peptide FP, rhodamine, 10 min | 230,000 tested, 0.44% active; active = well fitted inhibition curve with a large enough effect, not every such curve was filed as active; inactive = no such curve, though single readings can be large or run the other way; note: nearly all actives have a fitted effect of over 30% in size; many of its hits are not listed in these tables
# Target sequence (P63096 whole entry, looked up): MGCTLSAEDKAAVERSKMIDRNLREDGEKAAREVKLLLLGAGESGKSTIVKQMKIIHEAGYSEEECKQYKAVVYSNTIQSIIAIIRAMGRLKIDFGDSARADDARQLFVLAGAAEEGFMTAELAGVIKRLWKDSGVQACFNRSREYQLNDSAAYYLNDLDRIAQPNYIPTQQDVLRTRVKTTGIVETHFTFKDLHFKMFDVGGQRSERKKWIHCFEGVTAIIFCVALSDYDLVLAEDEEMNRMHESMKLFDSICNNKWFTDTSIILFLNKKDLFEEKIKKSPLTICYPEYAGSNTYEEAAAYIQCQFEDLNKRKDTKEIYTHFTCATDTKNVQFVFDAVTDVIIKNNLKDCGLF
# L3MBTL1 block: blocks human L3MBTL1 | AID 485360 | AlphaScreen L3MBTL1–H3K9me1 peptide binding | 230,000 tested, 0.66% active | Potency, µM (series often up to 57.1 µM), inactives show at the highest dose activity, negative = inhibition, most hits filed as inhibitors | Q9Y468; note: nearly all actives have a fitted effect of over 60% in size
#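 Read-out is AlphaScreen signal from streptavidin donor and nickel chelate acceptor beads (10 ug/mL final each) bridging L3MBTL1 (50 nM) and biotinylated K9-monomethylated H3(1-15) peptide (75 nM), after 30 min compound exposure at room temperature.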
# GAA inh: inhibitors of human lysosomal alpha-glucosidase; P10253; purified human GAA, 4-MU-alpha-glucoside fluorescence; Potency, µM (top dose mostly 76.9 µM), for inactives: top-dose activity change, negative = inhibition, most hits filed as inhibitors; 200,000 tested, 0.005% active; AID 1466;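 note: plate controls were uninhibited enzyme wells for no effect and no-enzyme background for full effect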
#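 Endpoint fluorogenic read: 20 min room-temperature reaction of 4 nM human alpha-glucosidase with 400 uM 4-methylumbelliferyl-alpha-D-pyranoside, pH 5.0, quenched with 1M NaOH/1M glycine pH 10. AC50 from Hill modeling.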
# GAA spleen mod: inhibitors or activators of human alpha-glucosidase in spleen homogenate | P10253 | human spleen homogenate, 4-MU-alpha-glucoside fluorescence | Potency, µM (doses to about 79.9 µM), for the others: top-dose activity change, negative = inhibition, most hits filed as inhibitors | 240,000 tested, 0.006% active;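 note: 0% = enzyme with vehicle and -100% = no enzyme basal signal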
#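 Compounds were titrated against alpha-glucosidase in spleen homogenate at pH 5.0, with 1 mM 4-methylumbelliferyl substrate for 40 min at 37 C. Reactions were quenched with pH 10 NaOH/glycine and fluorescence measured.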
# TexasRed fluor: Texas Red fluorescence interference in TRb-SRC2 counter-screen; 280,000 tested, 0.29% active; Potency, µM (highest dose often 106 µM), for the others: at the highest dose fluorescence change, negative = quenching; TRb/SRC2 Texas Red total fluorescence interference; AID 1479; active = well fitted curve in either direction with a large enough effect; inconclusive = small, poorly fitted or top-dose-only effect
#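 Human TRb ligand-binding domain at 0.6 uM with 20 nM Texas Red SRC2 peptide in Tris buffer containing 1 uM T3 and 5% DMSO, incubated with compound 5 h at ambient temperature. Total fluorescence (555/632 nm) calculated as parallel + 2 × perpendicular.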
# Active calls of the source: *; i = inactive; ? = inconclusive; . = no result given; [ ] = another dose, or the depositor's remark. Unless noted, calls come from the whole dose curve; as a rule, active = well fitted curve in the direction sought with a large enough effect; inconclusive = small, poorly fitted or top-dose-only effect, or another doubt; inactive = no such curve, though single readings can be large; an effect the other way counts as inactive or inconclusive. Unless noted, % is set by controls: 0 for no effect and ±100 for the full control effect; potency is the fitted concentration of half-maximal effect.
SMILES,TRb SRC2 PPI,GAA glycogen mod,RECQ1 helicase,GoLoco inh red,L3MBTL1 block,GAA inh,GAA spleen mod,TexasRed fluor
O=C(c1ccc2c(=O)n(-c3ccccc3)c(=S)[nH]c2c1)N1CCCCC1,0%,6%,-5%,9%,-16%,?,.,-3%
O=C(NCc1ccco1)C1CC(c2ccccc2C(F)(F)F)=NO1 (stereo not drawn),-3%,-2%,i,3%,.,.,3%,0%
O=C(O)[C@H](CO)Nc1ncnc2sc3c(c12)CCC3,-14%,-11%,-5%,8%,2%,-2%,3%,-1%
COc1cccc(-n2cnc3sc4c(c3c2=O)CCC4)c1,11%[53 µM],4%,12%,-12%,-3%,6%,4%,-1%[53 µM]
CN(C)S(=O)(=O)c1cccc(COC(=O)c2ccc3c(c2)OCO3)c1,1%,2%,i,-11%,8%,-8%,1%,2%
Cc1ccc(C)c(SCC(=O)NC(=O)Nc2ccc3c(c2)OCCO3)c1,-3%,-2%,-1%,-3%,-1%,-1%,-3%,-5%
CN(CC(=O)Nc1nc2ccc(F)cc2s1)S(=O)(=O)c1ccc(Cl)cc1,1%,-3%,i,16%,.,-5%,0%,-2%
Cc1ccc(N/C=C/C(=O)c2cccs2)cc1,-3%,2%,i,5%,10%,1%,0%,-1%
C=CCn1cnc2c(nnn2Cc2ccc(F)cc2)c1=O,-4%,1%,-1%,6%,8%,.,-10%,-3%
Cc1ccc(NC(=O)c2ccc(NS(=O)(=O)c3c(C)noc3C)cc2)cc1C,-2%,-12%,i,11%,.,-3%,-19%,-1%
COCC(N)(c1ccccc1)c1nc2ccccc2n1C (stereo not drawn),-4%,-6%,-8%,8%,-5%,-3%[15.4 µM],3%,0%
COC(=O)C1=C(C)N(Cc2ccc(C)cc2)C(=O)/C1=C\c1cc(OC)c(OC)c(OC)c1,8%,-5%,-4%,-2%,-3%,-2%,-4%,-2%
CC(C)(C)Sc1ccc2nc3c(n2c1)CCCC3,-7%,-1%,-3%,6%,-6%,-2%,-1%,-5%
CCc1ccc(OCc2nnc(SCc3ccc(C(=O)O)cc3)o2)cc1,-3%,8%,14%,1%,-3%,5%,0%,-3%
CN1/C(=C\C(=O)Nc2ccc(F)cc2)C(C)(C)c2ccccc21,4%,-12%,-6%,.,-5%,-10%,-7%,-11%
COC(=O)c1c(NC(=O)/C=C/C(=O)O)sc(Cc2ccccc2)c1C,-14%,-3%,7%,3%,-11%,5%,3%,2%
C=CCNCCCCOc1ccc(C)cc1[N+](=O)[O-],-3%,10%,i,.,2%,0%,1%,-6%
Cc1cccc(C)c1Nc1nnc(SCC(=O)Nc2cc(S(=O)(=O)N3CCCCC3)ccc2Cl)s1,-6%,-12%,-6%,19%,-12%,-13%,3%,4%
CCc1cc2c(=O)c(-c3ccc4c(c3)OCCO4)coc2cc1OS(C)(=O)=O,9%,-8%,-15%,10%,1%,-6%,-8%,-2%
Cc1ccc(C(c2sc3nc(C)nn3c2O)N2CCN(c3ccccc3F)CC2)cc1 (stereo not drawn),-6%,-12%,11%,-8%,-8%,-4%,-2%,1%
OCC1(Cc2cccc(C(F)(F)F)c2)CCN(Cc2cc(F)cc(F)c2)CC1,-5%,7%,-7%,3%,-2%,-13%,-10%,-7%
O=C(Cn1cnc2ccccc2c1=O)NCC1COc2ccccc2O1 (stereo not drawn),-12%,-2%,14%,12%,.,4%,-16%,0%
COc1ccc(/C=C/C(=O)Nc2ccccc2Cl)cc1S(=O)(=O)N1CCOCC1,-4%,-16%,i,-4%,.,.,-1%,0%
COc1cc(N=c2c([N+](=O)[O-])nn(-c3ccc4c(c3)OCCO4)n2O)cc(OC)c1,-10%,-2%,-14%,-1%,-12%,-6%,-21%,-4%
COc1ccc2oc(=O)c(C(=O)Nc3ccccc3O)cc2c1,1%,-2%,7%,10%,.,.,0%,-2%

# Continuation.
SMILES,TRb SRC2 PPI,GAA glycogen mod,RECQ1 helicase,GoLoco inh red,L3MBTL1 block,GAA inh,GAA spleen mod,TexasRed fluor
O=C(NC1CCCCCC1)c1c(O)c2cccc3c2n(c1=O)CCC3,5%,-9%,7%,6%,.,0%,-4%,1%
CC(=O)Nc1ccc(C(=S)NCc2ccco2)cc1,7%,-1%,-13%,4%,.,-4%,1%,-2%
CCC(=O)c1c(NCCc2ccccc2)cc(C)oc1=O,0%,-1%,-4%,0%,13%,-1%,3%,-1%
COc1ccc2nc(N3CCOCC3)cc(C)c2c1,-4%,-14%,9%,-2%,.,?,24%,-4%
CCOC(=O)c1c(NC(=O)c2ccc(N3C(=O)C4C5C=CC(C5)C4C3=O)cc2)sc2c1CCCC2 (stereo not drawn),-3%,-7%,-8%,4%,3%,2%,-6%,1%
CC1CN(C2CCN(C(=O)c3cccc(Cl)c3)CC2)CC(C)O1 (stereo not drawn),-4%,-6%,-2%,1%,-6%,3%,-15%,-3%
CCSc1ncnc2c1sc1nc(-c3ccco3)c3c(c12)CC(C)(C)OC3,-20%,2%,i,12%,-1%,4%,3%,-4%
Cc1ccc(S(=O)(=O)NC(=O)N2CCCC(C)(C)C2)cc1,-2%,9%,-3%,1%,4%,3%,-9%,-2%
CS(=O)(=O)c1ccc2nc(NC(=O)CN3CCN(Cc4ccccc4)CC3)sc2c1,-1%,6%,5%,5%,3%,2%,-6%,1%
CC(C)c1ccc(-c2nnc(N)s2)cc1,4%,10%,-6%,3%,3%,3%,4%,-5%
O=C(O)/C=C\C(=O)Nc1ccccc1C#Cc1ccccc1,0%,3%,-3%,-1%,15%,-4%,0%,-3%
O=C(Nc1nc2ccccc2n1CCOc1ccccc1)c1ccco1,2%,-8%,i,5%,-10%,-15%,-11%,-7%
Nc1cc(Cl)ccc1C(=O)OCC(=O)NC(=O)NCc1ccccc1,-1%,-8%,i,5%,2%,?,1%,1%
COc1ccc(OC)c(N(CC(=O)N2CCc3ccccc3C2)S(C)(=O)=O)c1,-1%,6%,17%,5%,-9%,0%,6%,-5%
Fc1cccc(NC(=S)NCCCN2CCOCC2)c1,-2%,2%,-8%,10%,4%,-4%,-11%,-3%
C=CCn1c(N)cc(=O)nc1SCC(=O)Nc1ccc2ccccc2c1,3%,-1%,-12%,0%,-13%,-1%,-8%,3%
COc1ccc(-c2c3c(=O)n(C)c(=O)n(C)c3cn2-c2ccc(O)cc2)cc1,-6%,?,-6%,-20%,2%,.,3%,-1%
COc1ccc(-n2c(Cc3cccn3C)nnc2SCC(N)=O)cc1,3%,1%,-3%,3%,6%,9%,1%,-1%
O=C(Nc1ccccc1)c1ccc(=O)n(Cc2cccc(Cl)c2)c1,5%,9%,i,9%,8%,10%,2%,-4%
O=C(Cc1ccc(Cl)cc1)NNC(=S)NC(=O)c1cccs1,1%,3%,-13%,3%,0%,.,2%,-1%
O=C1NC(Cc2c[nH]c3ccccc23)C(=O)N1CCOc1ccc(F)cc1 (stereo not drawn),-1%,-3%,-8%,0%,3%,-12%,-3%,-1%
Cc1cc2nc(CCN(Cc3cccnc3)C(=S)Nc3ccc(F)cc3)[nH]c2cc1C,-15%,-4%,0%,8%,-1%,-5%,-8%,-3%
CCCCC1=CC2=C(c3ccco3)C(=O)C(C)(OC(=O)c3ccc(OC)cc3)C(=O)C2=CO1 (stereo not drawn),8%,.,-1%,1%,.,.,2%,-1%

# Single records, as listed above:
# `CC(C)c1ccc(-c2nnc(N)s2)cc1` as listed: TRb SRC2 PPI = 4%; GAA glycogen mod = 10%; RECQ1 helicase = -6%; GoLoco inh red = 3%; L3MBTL1 block = 3%; GAA inh = 3%; GAA spleen mod = 4%; TexasRed fluor = -5%
# `CS(=O)(=O)c1ccc2nc(NC(=O)CN3CCN(Cc4ccccc4)CC3)sc2c1` as listed: TRb SRC2 PPI = -1%; GAA glycogen mod = 6%; RECQ1 helicase = 5%; GoLoco inh red = 5%; L3MBTL1 block = 3%; GAA inh = 2%; GAA spleen mod = -6%; TexasRed fluor = 1%

# Among those listed so far, three contain an NH in an aromatic ring:
SMILES,TRb SRC2 PPI,GAA glycogen mod,RECQ1 helicase,GoLoco inh red,L3MBTL1 block,GAA inh,GAA spleen mod,TexasRed fluor
O=C(c1ccc2c(=O)n(-c3ccccc3)c(=S)[nH]c2c1)N1CCCCC1,0%,6%,-5%,9%,-16%,?,.,-3%
O=C1NC(Cc2c[nH]c3ccccc23)C(=O)N1CCOc1ccc(F)cc1 (stereo not drawn),-1%,-3%,-8%,0%,3%,-12%,-3%,-1%
Cc1cc2nc(CCN(Cc3cccnc3)C(=S)Nc3ccc(F)cc3)[nH]c2cc1C,-15%,-4%,0%,8%,-1%,-5%,-8%,-3%

# 5 compounds drawn at random from those above:
SMILES,TRb SRC2 PPI,GAA glycogen mod,RECQ1 helicase,GoLoco inh red,L3MBTL1 block,GAA inh,GAA spleen mod,TexasRed fluor
CN1/C(=C\C(=O)Nc2ccc(F)cc2)C(C)(C)c2ccccc21,4%,-12%,-6%,.,-5%,-10%,-7%,-11%
CCc1cc2c(=O)c(-c3ccc4c(c3)OCCO4)coc2cc1OS(C)(=O)=O,9%,-8%,-15%,10%,1%,-6%,-8%,-2%
CCOC(=O)c1c(NC(=O)c2ccc(N3C(=O)C4C5C=CC(C5)C4C3=O)cc2)sc2c1CCCC2 (stereo not drawn),-3%,-7%,-8%,4%,3%,2%,-6%,1%
Cc1ccc(N/C=C/C(=O)c2cccs2)cc1,-3%,2%,i,5%,10%,1%,0%,-1%
O=C(O)[C@H](CO)Nc1ncnc2sc3c(c12)CCC3,-14%,-11%,-5%,8%,2%,-2%,3%,-1%

# These rows are one share of the data; rates above refer to the full screens.
